MT1-MMP act inh: inhibitors of human MT1-MMP activation | P50281 | HT1080 RFP-PRO-GFP cells, GFP/RFP ratio fluorescence, overnight; percent of plate control window, DMSO zero | GFP/RFP ratio change, % at 20 µM | 360,000 compounds, 0.061% hits;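 active = GFP/RFP ratio change of at least 30% with cell ATP level not reduced by more than half and red fluorescence within 50% of control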; note: strong numbers were not always called active
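Assay system: HT1080 RFP-PRO-GFP cells. Benchmarks: DMSO vehicle wells and RFP-L50D-GFP reporter cell wells. Times: overnight cell settling, then overnight compound exposure, 37 °C, 5% CO2. Compound: 20 µM single dose, 1% DMSO. Read-out basis: GFP/RFP fluorescence ratio.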
Rpn11 inh: blocks the human proteasome subunit Rpn11; O00487; human 26S proteasome, Ub4-pepOG fluorescence polarization; 20S core pre-blocked with epoxomicin; calls only at 20 µM; 360,000 compounds, 0.59% hits; AID 588493;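 active = inhibition at 20 µM, scaled to each plate's controls, above about 33%, limit read from the data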
bovine MsrA act: activators of bovine methionine sulfoxide reductase A; purified bovine MsrA, absorbance read-out; activation, % at 10.6 µM; 360,000 compounds, 0.3% hits; in the data active = activation above about 7.5%;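 note: 0% = vehicle and 100% = reference activator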
CSN deneddyl inh: CSN deneddylation inhibition | Q92905 | Purified CSN, SCF-Nedd8-OG deneddylation, fluorescence polarization | inhibition, % at 12.5 µM | 360,000 compounds, 0.38% hits;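 active = pattern-corrected inhibition above about 35%, with an unprinted fluorescence ratio check between 0.5 and 1.5, limit read from the data, passing the limit was not always enough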;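 note: 0% = enzyme with substrate and 100% = substrate without enzyme; some results filed as inactive read as strong as hits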
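test system = HEK293T-derived human Csn5 enzyme | amount = 0.24 nM Csn5 enzyme, final concentration | medium = Tris/NaCl/DTT buffer, pH 7.5 | schedule = 90 min reaction at room temperature | signal = FP | evaluation = inhibition of Csn5 cleavage, % | compound dosing = single dose of 12.5 µM compound with 0.25% DMSO | probe or stimulus = 10 nM SCFSkp2-Nedd8OG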
eLon inh: inhibitors of E. coli Lon protease. P0A9M0. purified E. coli Lon protease, fluorescence polarization. inhibition, % at 7.94 µM. 360,000 compounds, 0.42% hits. AID 602123; in the data active = inhibition above about 13%, passing the limit was not always enough;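 note: 0% = enzyme with probe and DMSO and 100% = no enzyme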
Rin1-Abl PPI inh: human Rin1-Abl interaction inhibition; P00519+Q13671; TR-FRET Rin1/Abl binding, biochemical; inhibition, % at 7.35 µM; 360,000 compounds, 0.4% hits; AID 588664; in the data active = inhibition above about 5%, passing the limit was not always enough
MsrA inhibitor: bovine MsrA inhibition | purified bovine MsrA, absorbance read-out | inhibition, % at 15.5 µM | 360,000 compounds, 0.75% hits | AID 651718; in the data active = inhibition above about 4.5%;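 note: 0% = vehicle wells with enzyme and 100% = reference inhibitor wells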
PABP1 MLLE inh: blocks PAM2 peptide binding to the PABP1 MLLE domain. P11940. GST-MLLE / FITC-PAM2 fluorescence polarization. inhibition, % at 20 µM. 360,000 compounds, 0.36% hits; in the data active = inhibition above about 35%, passing the limit was not always enough;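 note: plate controls were DMSO wells with GST-MLLE for no effect and wells lacking GST-MLLE protein for full effect; some results filed as inactive read as strong as hits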
FAS-TE inh: FAS thioesterase (human) inhibition; inhibition, % at 15 µM; P49327; recombinant FAS-TE, OMFH fluorogenic substrate, fluorescence endpoint; 360,000 compounds, 0.67% hits;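 active = compounds whose normalised, plate-corrected inhibition of enzyme fluorescence in the single-dose primary screen is 50% or more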;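 note: 0% = DMSO with enzyme and 100% = substrate without enzyme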
Target sequence (P49327 whole entry, looked up): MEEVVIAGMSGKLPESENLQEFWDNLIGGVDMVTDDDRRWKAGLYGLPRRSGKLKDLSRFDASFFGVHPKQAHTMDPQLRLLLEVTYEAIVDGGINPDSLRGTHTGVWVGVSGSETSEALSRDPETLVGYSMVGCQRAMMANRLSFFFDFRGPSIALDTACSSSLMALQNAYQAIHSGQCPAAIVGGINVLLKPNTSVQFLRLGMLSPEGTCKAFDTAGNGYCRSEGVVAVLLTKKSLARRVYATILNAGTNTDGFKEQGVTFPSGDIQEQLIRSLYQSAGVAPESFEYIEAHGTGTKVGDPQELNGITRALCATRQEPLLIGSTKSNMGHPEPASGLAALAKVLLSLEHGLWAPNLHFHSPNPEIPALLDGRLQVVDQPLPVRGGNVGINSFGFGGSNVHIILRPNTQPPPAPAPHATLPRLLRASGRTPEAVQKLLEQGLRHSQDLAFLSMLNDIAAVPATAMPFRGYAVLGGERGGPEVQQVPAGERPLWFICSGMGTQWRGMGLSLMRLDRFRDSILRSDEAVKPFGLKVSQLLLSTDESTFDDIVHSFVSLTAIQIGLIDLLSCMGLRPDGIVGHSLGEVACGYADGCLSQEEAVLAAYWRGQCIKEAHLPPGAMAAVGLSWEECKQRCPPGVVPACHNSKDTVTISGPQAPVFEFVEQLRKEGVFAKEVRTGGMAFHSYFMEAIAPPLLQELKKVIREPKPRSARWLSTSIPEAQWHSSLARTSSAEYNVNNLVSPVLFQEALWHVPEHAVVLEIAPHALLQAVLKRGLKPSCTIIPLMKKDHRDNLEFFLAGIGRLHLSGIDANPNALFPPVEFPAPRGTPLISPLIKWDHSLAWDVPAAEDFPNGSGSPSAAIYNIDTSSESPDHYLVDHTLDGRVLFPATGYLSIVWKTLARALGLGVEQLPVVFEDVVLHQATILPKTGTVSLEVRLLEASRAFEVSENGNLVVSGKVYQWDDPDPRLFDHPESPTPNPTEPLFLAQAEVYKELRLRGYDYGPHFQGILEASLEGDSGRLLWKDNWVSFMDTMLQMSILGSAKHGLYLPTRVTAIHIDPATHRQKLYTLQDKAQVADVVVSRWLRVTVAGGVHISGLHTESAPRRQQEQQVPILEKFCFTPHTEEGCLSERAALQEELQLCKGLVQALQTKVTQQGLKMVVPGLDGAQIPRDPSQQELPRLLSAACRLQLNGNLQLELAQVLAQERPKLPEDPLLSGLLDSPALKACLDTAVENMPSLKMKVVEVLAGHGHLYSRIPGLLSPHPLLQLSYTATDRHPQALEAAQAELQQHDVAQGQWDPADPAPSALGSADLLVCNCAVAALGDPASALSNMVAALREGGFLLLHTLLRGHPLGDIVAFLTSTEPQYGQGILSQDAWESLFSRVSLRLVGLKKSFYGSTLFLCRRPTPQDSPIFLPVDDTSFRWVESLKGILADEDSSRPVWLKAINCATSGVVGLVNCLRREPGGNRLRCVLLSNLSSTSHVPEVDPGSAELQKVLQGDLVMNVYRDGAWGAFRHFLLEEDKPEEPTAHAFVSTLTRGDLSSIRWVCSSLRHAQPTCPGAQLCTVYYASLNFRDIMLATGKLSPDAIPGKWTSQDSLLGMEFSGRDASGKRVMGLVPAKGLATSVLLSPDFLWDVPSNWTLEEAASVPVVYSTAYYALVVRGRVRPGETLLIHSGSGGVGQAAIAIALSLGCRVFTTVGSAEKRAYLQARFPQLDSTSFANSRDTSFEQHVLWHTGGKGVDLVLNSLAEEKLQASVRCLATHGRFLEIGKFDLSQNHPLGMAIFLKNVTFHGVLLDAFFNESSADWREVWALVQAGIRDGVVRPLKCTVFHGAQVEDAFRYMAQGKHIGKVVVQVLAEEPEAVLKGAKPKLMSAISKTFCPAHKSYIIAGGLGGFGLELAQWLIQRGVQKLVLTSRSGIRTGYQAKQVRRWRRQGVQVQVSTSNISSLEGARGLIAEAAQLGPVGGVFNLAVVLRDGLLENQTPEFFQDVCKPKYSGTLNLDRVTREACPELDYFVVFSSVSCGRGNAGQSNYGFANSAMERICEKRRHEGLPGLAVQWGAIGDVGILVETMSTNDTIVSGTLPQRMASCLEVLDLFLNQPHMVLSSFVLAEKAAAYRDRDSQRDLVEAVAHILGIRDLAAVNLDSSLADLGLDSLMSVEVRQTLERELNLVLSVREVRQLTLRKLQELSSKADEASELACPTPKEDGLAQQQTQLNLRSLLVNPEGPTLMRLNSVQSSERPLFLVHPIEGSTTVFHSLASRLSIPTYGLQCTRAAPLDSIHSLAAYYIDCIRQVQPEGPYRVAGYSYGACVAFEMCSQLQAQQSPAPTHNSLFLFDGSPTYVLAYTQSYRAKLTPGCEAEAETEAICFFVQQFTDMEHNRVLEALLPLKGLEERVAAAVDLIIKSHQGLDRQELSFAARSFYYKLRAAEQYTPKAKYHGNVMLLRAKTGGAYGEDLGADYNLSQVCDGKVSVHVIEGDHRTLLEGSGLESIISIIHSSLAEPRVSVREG
Active calls of the source: *; i = inactive; x = no result given; + = active, no number.

SMILES	MT1-MMP act inh	Rpn11 inh	bovine MsrA act	CSN deneddyl inh	eLon inh	Rin1-Abl PPI inh	MsrA inhibitor	PABP1 MLLE inh	FAS-TE inh
CCCCn1c(N)c(N(CC)C(=O)c2cc(Br)ccc2Cl)c(=O)[nH]c1=O	-4	i	-8	-4	9	0	-0.1	-44	-10
Cc1cc2nc(-c3ccc(SCc4ccccn4)nc3)[nH]c2cc1C	-3	i	-1	8	-9	-2	3.2	-8	11
CC1CCCN(CC(O)COCc2ccc3c(c2)OCO3)C1 (configuration not stated)	-2	i	-10	-9	3	-6	-0.3	-3	0
CC1Cc2ccccc2N1C(=O)Cn1cnc2c1c(=O)n(C)c(=O)n2C (configuration not stated)	3	i	-1	0	-10	2	-1.1	-4	2
O=C(Nc1ccc(N2CCN(C(=O)c3cccs3)CC2)cc1)c1ccccc1Cl	-4	i	-2	0	5	-1	-0.3	-2	-2
COc1cc(N2CCCC2)c(OC)cc1/C=C(/C#N)c1cccc(F)c1	-340	x	-8	54*	-52	2	x	-63	-26
CCOc1cccc(-c2nnc3sc(COc4ccc(Cl)cc4)nn23)c1	-4	i	-2	1	-11	1	1.6	-18	-2
C/C(CC(=O)NCCCN1CCOCC1)=N\NC(=O)COc1cccc2ccccc12	3	i	-3	2	-4	-4	-0.7	-35	-10
Cc1c(-c2cccc(Cl)c2)nc2ccccc2c1C(=O)OC/C(O)=C(\C#N)c1nc2ccccc2[nH]1	-28	x	-3	6	-23	-2	0.6	-46	28
CCOC1=C2[C@H]([C@H]3C(=O)N(c4ccccc4)C(=O)[C@H]3C1)[C@@H](C(C)C)N(S(=O)(=O)c1ccc(C)cc1)[C@H]2c1ccccc1	1	i	-3	2	1	2	-1.5	-7	58*
COc1ccccc1CNC(=O)CCNS(=O)(=O)c1ccc2[nH]c(=O)oc2c1	-2	i	0	1	-3	-2	-0.6	-10	-9
CO/N=C/NC(=O)C1=NOC(CNc2ncc(C(F)(F)F)cc2Cl)C1 (configuration not stated)	7	i	0	5	-1	1	-1.0	19	4
CC(CCC(C)OC(=O)c1ccccc1C(=O)O)OC(=O)c1ccccc1C(=O)O (configuration not stated)	-3	i	-3	-3	6	-1	-0.9	-9	-4
COc1cc(NC(=O)c2ccc3c(c2)OCCO3)ccc1NC(=O)c1cccs1	3	i	-3	-5	-4	-4	0.4	7	11
Cc1ccc(C)c(S(=O)(=O)N2CCN(C(=O)CCC(=O)NCc3ccc(Cl)cc3)CC2)c1	2	i	-5	-3	-6	1	1.0	12	8
CC1CC1C(=O)N(CCC1=CCCCC1)c1c(N)n(Cc2ccccc2)c(=O)[nH]c1=O (configuration not stated)	0	i	-2	-2	3	-1	1.4	-8	-5
COc1ccccc1CNC(=O)C(Cc1ccccc1)NC(=O)c1ccccc1 (configuration not stated)	-2	i	2	-1	-2	-1	0.8	-2	2
O=C(CNC(=O)c1ccc2c(c1)OCO2)NCc1cccs1	0	i	-2	1	-7	3	-1.1	6	-7
O=S(=O)(/C=C/c1ccccc1)N1CCN(Cc2ccc3c(c2)OCO3)CC1	0	i	-6	-2	11	1	-0.3	-7	14
NS(=O)(=O)c1cccc(NC(=O)c2cc3ccccc3o2)c1	-2	i	-2	-1	-9	2	1.4	-7	0
COCCSc1nnc(NC(=O)Cc2ccc(OC)c(OC)c2)s1	9	i	-2	-3	0	1	2.8	-5	-6
Cc1ccc(S(=O)(=O)CCc2nc3ccccc3s2)cc1C	5	i	0	-3	-8	1	-0.5	-6	2
COc1ccc(S(=O)(=O)N2CCN(CC(=O)N3CCNC3=O)CC2)cc1OC	0	i	0	-1	6	-4	-0.2	11	-6
N#CCCn1[nH]c(-c2ccccc2)cc1=O	-1	i	-2	2	-3	-1	0.5	19	-8

Printed as active in CSN deneddyl inh, of those listed so far:
Structure	MT1-MMP act inh	Rpn11 inh	bovine MsrA act	CSN deneddyl inh	eLon inh	Rin1-Abl PPI inh	MsrA inhibitor	PABP1 MLLE inh
COc1cc(N2CCCC2)c(OC)cc1/C=C(/C#N)c1cccc(F)c1	-340	x	-8	54*	-52	2	x	-63

The listing picks up; the seven compounds before the break are reprinted first.
SMILES	MT1-MMP act inh	Rpn11 inh	bovine MsrA act	CSN deneddyl inh	eLon inh	Rin1-Abl PPI inh	MsrA inhibitor	PABP1 MLLE inh	FAS-TE inh
O=C(CNC(=O)c1ccc2c(c1)OCO2)NCc1cccs1	0	i	-2	1	-7	3	-1.1	6	-7
O=S(=O)(/C=C/c1ccccc1)N1CCN(Cc2ccc3c(c2)OCO3)CC1	0	i	-6	-2	11	1	-0.3	-7	14
NS(=O)(=O)c1cccc(NC(=O)c2cc3ccccc3o2)c1	-2	i	-2	-1	-9	2	1.4	-7	0
COCCSc1nnc(NC(=O)Cc2ccc(OC)c(OC)c2)s1	9	i	-2	-3	0	1	2.8	-5	-6
Cc1ccc(S(=O)(=O)CCc2nc3ccccc3s2)cc1C	5	i	0	-3	-8	1	-0.5	-6	2
COc1ccc(S(=O)(=O)N2CCN(CC(=O)N3CCNC3=O)CC2)cc1OC	0	i	0	-1	6	-4	-0.2	11	-6
N#CCCn1[nH]c(-c2ccccc2)cc1=O	-1	i	-2	2	-3	-1	0.5	19	-8
COc1ccc(-c2csc(NC(=O)CSc3n[nH]c(C)n3)n2)cc1	x	i	-11	3	12	-2	0.4	-5	-8
COc1ccc2c(CC(=O)Nc3nccs3)coc2c1	1	i	-2	7	1	2	-0.1	1	-2
Cc1cc(C)cc(NC(=O)Nc2cccnc2)c1	-1	i	-4	3	-1	1	-0.2	-15	-6
CC1(C(=O)NS(=O)(=O)c2ccccc2Cl)CCN1C(=O)CC1CCCC1 (configuration not stated)	1	i	-2	-1	-1	4	-0.6	-2	-6
CCOC(=O)CSc1nc(C(C)C)nc2sc(C)c(C)c12	0	i	-4	-5	-8	3	2.2	0	17
Cc1nonc1CC(=O)N1CCCC(C(=O)c2ccc(Cl)cc2)C1 (configuration not stated)	-5	i	-3	0	-9	-4	1.5	2	2
C[C@@H]1CCC[C@]2(O[C@@H](CCO)C[C@@H](O)[C@@H]2O)O1	-2	i	-7	-1	4	2	0.4	-3	-5
COc1ccc(S(=O)(=O)Nc2c(O)c3ccccc3oc2=O)cc1	2	i	-3	1	-4	4	0.0	9	-4
N#Cc1ccc(OCC(=O)NCC2(N3CCCCC3)CCCCC2)cc1	2	i	-2	6	-4	0	-0.3	-4	-3
O=C(Nc1ccn(CCCNCc2ccccn2)c(=O)n1)OCc1ccccc1	0	i	1	1	1	4	0.5	1	-7
CCOc1cccc(NC(=O)C2CCCN(S(=O)(=O)c3ccc(-n4cnnn4)cc3)C2)c1 (configuration not stated)	-5	i	-2	-5	-10	1	-1.7	-11	-9
COc1ccc(CN(C)C(C)C(=O)Nc2ccc(S(=O)(=O)N3CCCCC3)cc2)cc1F (configuration not stated)	-3	i	-6	-5	-5	-1	0.5	-10	26
O=Cc1cc2ccccc2nc1SCc1ccc(Cl)c(Cl)c1	10	i	-4	-6	-4	-1	-0.8	-3	26
CC(C)(/C=N/O)/[N+]([O-])=C/c1ccccc1C(F)(F)F	2	i	2	7	4	-1	-0.1	-6	-3
CSCC[C@H](NC(=O)[C@@H]1Cc2ccccc2CN1)C(=O)Nc1ccc2c(c1)OCO2	1	i	-3	2	-6	5	1.7	4	4
Cc1nnc(C)n1/N=C/c1c(O)ccc2ccccc12	-1	i	-1	0	-5	-4	0.8	-10	-2
COc1cc(C(=O)Nc2cc(-c3nc4cc(C)ccc4o3)ccc2C)cc(OC)c1OC	-3	i	-1	1	4	6	0.0	-11	-6
O=S(=O)(NCC1CCCO1)c1ccc2oc3ccc(S(=O)(=O)NCC4CCCO4)cc3c2c1 (configuration not stated)	-5	i	-1	7	4	-2	1.6	14	0
COc1ccc(NC(=O)C(=O)NCCN2CCN(C(=O)c3cccc(Br)c3)CC2)cc1	-1	i	2	-3	7	0	0.5	0	0
C[C@H](CO)N1C[C@H](C)[C@@H](CN(C)S(=O)(=O)c2cn(C)cn2)Oc2ccc(NC(=O)Nc3ccc4c(c3)OCO4)cc2C1=O	0	i	0	-3	-4	1	0.4	-8	-6
COc1ccc(OCCn2ccnc2C)cc1	4	i	0	1	-2	1	-0.6	-6	-7
COc1ccc(NC(=O)COC(=O)C2CC3C=CC2C3)cc1 (configuration not stated)	5	i	-1	0	1	2	1.5	-3	-2
CC(=O)Nc1ccc(C(=O)OCC(=O)N(C)C2CCCCC2)cc1	-2	i	-2	-7	6	0	0.1	2	-3
CSCCC(NC(=O)COc1cccc2ccccc12)C(=O)O (configuration not stated)	0	i	-3	-2	-5	-3	-0.6	-2	-5
Cc1[nH]c2ccc(C(=O)OCC(=O)NC3(C#N)CCCCC3)cc2c1C	-1	i	-5	4	-3	6	-0.7	-5	2
NCc1ccc2[nH]c(=O)[nH]c2c1	-5	i	-3	1	-3	-3	1.1	2	-4
O=C(C1CCC(C(=O)N2CCc3ccccc32)CC1)N1CCc2ccccc21 (configuration not stated)	-1	i	-4	0	1	-1	-0.1	5	-1
Cc1noc(NS(=O)(=O)c2ccc(NC(=O)COc3ccc(C#N)cc3)cc2)c1C	2	i	-5	-4	-7	4	0.1	14	-10
Cc1cccn2c(=O)c(/C=C(\C#N)C(N)=O)c(Oc3ccccc3)nc12	1	i	-3	-3	11	-1	1.7	-1	3
CC(C)NC(=O)COc1coc(CN2CCN(c3ccccc3)CC2)cc1=O	-2	i	-1	-2	-7	2	0.0	-3	-3
O=C(NCc1ccco1)c1cccc(S(=O)(=O)N2CCCCC2)c1	0	i	-3	2	2	0	-0.8	4	-1
CCOc1ccc(CN2CCN(C(=O)c3ccccc3)CC2)cc1	-4	i	-2	3	-1	-2	1.0	-2	-1
CC1CCN(c2nc(-c3cccnc3)nc3scc(-c4ccccc4)c23)CC1	-10	i	0	3	8	4	0.1	-24	21
CC(=O)C1=C(C)NC(SCC(N)=O)=C(C#N)C1c1sccc1C (configuration not stated)	4	i	-1	-1	-7	-2	1.9	18	-4
COc1ccc(NC(=O)C2CCN(S(=O)(=O)c3ccc(Cl)c(C(F)(F)F)c3)CC2)cn1	1	i	-2	-3	2	-3	-0.5	-35	-7
CCOc1cc(/C=C2\NC(=S)N(c3c(C)n(C)n(-c4ccccc4)c3=O)C2=O)ccc1O	-8	+	-4	25	-142	-4	2.9	-128	-10
O=C(CSc1nc(-c2ccco2)cc(C(F)(F)F)n1)NCCc1ccccc1	-9	i	-7	0	-14	0	1.2	-1	12
CCN(CC)C(=O)C1=C(C)N(CCCOC)C(=O)C(CC(=O)NCC2CCCCC2)C1 (configuration not stated)	1	i	-6	0	0	-1	0.2	3	-13
CCCc1cc(=O)[nH]c(SCc2nc3ccc([N+](=O)[O-])cc3[nH]2)n1	-2	i	-5	-1	-1	1	1.3	-2	12
Cc1ccsc1/C=N/n1cnnc1	2	i	-2	-3	3	1	1.3	2	-4
Cc1cccc(OCc2nnc(-c3ccc(F)cc3)o2)c1	5	i	4	-4	3	3	0.2	-5	18

Source: PubChem (several laboratories)
